# Bioassay records (PubChem BioAssay)
# MMP13 inh: blocks human MMP13 activity; P45452; MMP-13 fTHP FRET cleavage, Mca fluorescence; inhibition, % at 4 µM; 65,000 compounds, 0.07% hits; AID 570;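 active = inhibition above the mean of compound-free control plate wells plus 3 SD, cut at about 14% in these data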;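 also: 0% = DMSO wells and 100% = wells with reference MMP-13 inhibitor after basal subtraction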
# HTR1E antagonist: blocks the human 5-HT1E serotonin receptor. P28566. CHO 5-HT1E Ga15 NFAT-bla reporter, FRET, antagonist. inhibition, % at 6 µM. 65,000 compounds, 0.99% hits;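 active = inhibition above a set limit, the mean inhibition across every tested compound plus 3 SD, cut at about 29% in these data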;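 also: signal is the 460 over 535 nm emission ratio of beta-lactamase substrate; 0% = agonist plus DMSO wells and 100% = wells without agonist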
# Target sequence (P28566 whole entry, looked up): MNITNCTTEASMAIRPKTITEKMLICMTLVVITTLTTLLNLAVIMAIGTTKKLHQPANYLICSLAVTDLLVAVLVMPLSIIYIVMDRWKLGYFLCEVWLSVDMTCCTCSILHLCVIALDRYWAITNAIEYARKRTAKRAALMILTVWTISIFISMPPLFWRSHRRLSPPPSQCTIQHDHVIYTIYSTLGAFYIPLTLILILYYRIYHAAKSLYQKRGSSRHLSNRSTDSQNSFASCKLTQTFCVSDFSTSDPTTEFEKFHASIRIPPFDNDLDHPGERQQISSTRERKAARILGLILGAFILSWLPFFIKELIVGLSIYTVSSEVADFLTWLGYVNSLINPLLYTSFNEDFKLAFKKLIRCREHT
# Ecoli tolC: growth inhibitors of E. coli BW25113 tolC mutant. OD615. growth inhibition, % at 10 µM (by protocol). 65,000 compounds, 2.2% hits;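 active = growth inhibition at or above a cutoff equal to the mean over every tested compound plus 3 SD, cut at about 60% in these data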;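 also: growth measured after 20 h incubation at 37 °C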
#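 System: E. coli ΔtolC::kan strain BW25113; Buffer or medium: LB broth supplemented with 50 µg/mL kanamycin; Compound: 10 µM final, single dose; Incubation: bacterial growth with compound for 20 h at 37 °C; Signal: A615 absorbance measurement; Evaluation: growth inhibition in percent.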
# HTR1A agonist: agonists of human 5-HT1a serotonin receptor; AID 567; activation, % at 10 µM; P08908; 65,000 compounds, 0.56% hits; CHO 5-HT1a Ga15 NFAT-bla reporter, FRET ratio; 0% basal, 100% maximal reference agonist;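 active = activation above the screen-wide mean activation plus 3 SD, cut at about 19% in these data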;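 also: 0% = DMSO wells and 100% = 5-CT at EC100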
# Target sequence (P08908 whole entry, looked up): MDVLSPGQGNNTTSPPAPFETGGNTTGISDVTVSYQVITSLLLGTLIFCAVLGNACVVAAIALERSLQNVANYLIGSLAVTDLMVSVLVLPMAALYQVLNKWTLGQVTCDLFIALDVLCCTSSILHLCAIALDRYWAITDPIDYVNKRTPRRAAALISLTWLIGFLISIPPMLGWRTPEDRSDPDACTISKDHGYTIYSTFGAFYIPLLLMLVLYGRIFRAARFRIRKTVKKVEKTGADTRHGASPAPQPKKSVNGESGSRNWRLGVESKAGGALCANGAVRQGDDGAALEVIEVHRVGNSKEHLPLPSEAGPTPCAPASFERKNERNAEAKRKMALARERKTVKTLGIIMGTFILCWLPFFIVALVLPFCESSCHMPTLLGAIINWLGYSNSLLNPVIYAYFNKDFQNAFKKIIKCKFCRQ
# 5-HT1A blocker: antagonists of human 5-HT1a serotonin receptor. P08908. CHO 5-HT1a Ga15 NFAT-bla reporter, antagonist mode. inhibition, % at 10 µM. 62,000 compounds, 0.68% hits. AID 612;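 active = inhibition above the mean of all tested compounds plus 3 SD, cut at about 43% in these data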;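 also: receptor stimulated by 5-CT agonist at 100 nM near EC80; beta-lactamase reporter measured by ratiometric fluorescence of a cleavable substrate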
# 5HT1E ag: agonists of human 5-HT1E serotonin receptor | CHO 5-HT1E Ga15 NFAT-bla reporter, FRET; 0% DMSO wells, 100% control agonist wells | P28566 | 65,000 compounds, 0.69% hits | AID 574 | activation, % at 6 µM;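 active = activation above a set limit, the screen-wide mean activation plus 3 SD, cut at about 8.5% in these data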;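 also: 100% = positive control agonist at 1 µM giving full maximal response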
# RORA act: RORA (human) activation | AID 560 | 65,000 compounds, 1.5% hits | P35398 | activation, % at 10 µM | CHO-K1 Gal4-RORA LBD luciferase reporter, luminescence; percent increase over mock-subtracted basal signal;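 active = activation above the mean of all tested compounds plus 3 SD, cut at about 49% in these data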;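 also: 0% = DMSO-treated RORA cells and 100% = added signal equal to DMSO minus mock-transfected cells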
# NADH enzymes: inhibition of NAD/NADH coupling enzymes, library profiling; coupled PK/LDH NADH assays, four targets; IC50, µM (top dose mostly 10 µM), inactives show at the highest dose inhibition; 65,000 compounds, 0.02% hits; AID 774;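 active = single-dose screening hits from any of four coupled enzyme assays that gave an IC50 when retested across doses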;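 also: the DPM-DC format reads NADH fluorescence rather than 340 nm absorbance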
# SF1 activator: activates the human nuclear receptor SF-1. Q13285. CHO-K1 Gal4-SF-1 LBD luciferase reporter; % increase over DMSO SF-1-specific signal. activation, % at 10 µM. 65,000 compounds, 1.9% hits. AID 522;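 active = activation above the mean activation of all tested compounds plus 3 SD, cut at about 50% in these data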
#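 material = CHO-K1 cells with Gal4–hSF-1 LBD chimera plus Gal4-driven luciferase | compound = 10 µM single point, 1% DMSO | incubation = 20 h compound exposure at 37 °C after 1 h cell settling | measured by = SteadyLite luciferase luminescence | evaluation = percent activation relative to DMSO median and mock-transfected background | control set = DMSO negative control and −SF1 background wells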
# Starred values were filed as active, the others as inactive; · = not tested or not shown; [ ] = another dose, or the depositor's remark.
SMILES,MMP13 inh,HTR1E antagonist,Ecoli tolC,HTR1A agonist,5-HT1A blocker,5HT1E ag,RORA act,NADH enzymes,SF1 activator
C=CCNc1nc(C2(C)CC3(CC(C)OC3=O)C(=O)O2)cs1 (centres undefined),-2,-1,-7,-1.3,-9,0.1,-12,2%,-14
Cc1cccc(NC(=O)COc2ccccc2C)n1,-1,-2,9,-2.7,-2,0.9,-18,4%,-19
CC1CN(c2nc3c(c(=O)n(Cc4ccc(Cl)c(Cl)c4)c(=O)n3C)n2C)CC(C)O1 (centres undefined),-2,14,87*,-4.8,11,-0.1,23,5%,-7
CCCCOC(=O)C1C2C=C[C@]3(CN(CCCOC)C(=O)[C@H]13)O2 (some centres undefined),-7,-10,-26,-6.2,-6,0.6,10,2%,-3
COCCN1C=C(C(=O)OC)C(c2cc(Br)c(OC)c(OC)c2)C(C(=O)OC)=C1,-313[fluorescence artefact?],5,14,14,-8,3.2,-13,6%[fluoresces],3
O=C(COC(=O)c1ccccn1)Nc1cc(Cl)ccc1Cl,5,-8,-7,-0.9,-3,0.6,7,6%,-10
CCN(CC)c1ccc(NC(=O)Cn2cc3c(n2)CCC(C)C3)c(C)c1 (centres undefined),-7,-17,20,-1.6,-40,1.3,-6,4%,-17
CC(C)NC(=O)c1cc2c(-c3ccc(Cl)cc3)nn(C)c2s1,-15,7,-12,-0.4,-10,-0.4,10,9%,5
O=C(/C=N\O)NCCCNCc1ccccc1,0,-17,-16,-3.2,-8,0.8,-15,4%,11
N#Cc1nc(COc2ccc(F)cc2)oc1NCCN1CCOCC1,0,-5,-9,2.2,3,0.5,-24,11%,-4
Cc1cc(C)n(CCOc2ccc(Cl)cc2Cl)n1,5,12,25,-1.0,6,-0.1,0,7%,-12
O=C(O)c1c(Cl)c(Cl)c(Cl)c(Cl)c1C(=O)N1CCOCC1,1,-2,-26,-0.3,-1,-0.5,12,3%,-12
CN1CC2(C(=O)c3ccccc3)CN(C)CC(C(=O)c3ccccc3)(C1)C2,-2,1,1,-1.6,13,-0.8,4,3%,3
O=C1CC(c2ccccc2)CC(O)=C1C=NCc1ccco1 (centres undefined),3,0,-11,-4.8,-8,0.1,-9,3%,3
O=c1cc(-c2ccccc2Cl)c2c([nH]1)CCC2,-15,0,-7,-3.0,-5,0.3,2,8%,4
Cc1ccccc1C(=O)NC1CCN(Cc2nnnn2Cc2ccccc2)CC1,1,-11,-8,0.9,0,-0.6,0,3%,6
COc1ccc(N(C(=O)COc2ccccc2)C2C=CS(=O)(=O)C2)cc1 (centres undefined),-2,1,-10,-1.3,2,-0.6,-10,7%,-8
CC(=O)N=c1sc2ccccc2n1C,2,-3,-34,0.1,0,0.1,-7,5%,3
O=C1c2ccccc2NC(c2ccncc2)N1c1ccccn1 (centres undefined),-120[fluorescence artefact?],5,-5,7.6,12,-1.4,-5,0%[fluoresces],47
CC(C)C(NS(=O)(=O)c1ccc(Br)s1)C(=O)O (centres undefined),-6,0,-23,-1.9,-7,-1.1,0,5%,-10
O=C(Cn1cc2c(n1)CCCCC2)N1CCc2ccccc2C1,-2,19,3,-0.8,-10,0.5,-3,2%,-5
O=C(C1CCCN(Cc2ccccc2Br)C1)N1CCCCC1 (centres undefined),0,6,0,-2.2,34,-0.3,-22,2%,-4
COc1ccc(CNC(=O)C2CC(=O)N(c3ccc(OCC(=O)N4CCCCC4)cc3)C2)cc1 (centres undefined),0,12,-10,-4.4,5,-0.1,-11,5%,5
Cc1nc2c(-c3ccc(F)cc3)c(C)nn2c(C)c1CCC(=O)NC(C)CCc1ccco1 (centres undefined),-8,5,22,-4.4,20,1.0,-6,3%,5
Cn1c(=O)n(CC(=O)NC2CCCCC2)c(=O)c2ccccc21,-6,-4,-18,-2.1,-2,-1.3,-4,4%,4
COc1ccccc1N1CCN(C(=O)C2CCN(S(=O)(=O)c3ccccc3)CC2)CC1,3,7,3,0.0,15,0.2,-34,6%,-13
CCN(CC(=O)Nc1ccccc1C(=O)OC)S(=O)(=O)c1ccc(OC)cc1,-2,5,9,-2.4,3,0.3,-11,3%,-3
O=S(=O)(c1ccc(N2CC=C(c3ccccc3)CC2)nc1)N1CCCC1,-7,10,15,-1.7,0,0.5,-5,7%,17
CCCS(=O)(=O)N1CCCC(C(=O)NCc2cccnc2)C1 (centres undefined),2,-7,-14,-1.8,12,0.3,4,2%,1
Cc1nn(CC(=O)NCc2cccnc2)c(=O)c2ccccc12,-2,3,7,-4.2,5,1.3,11,9%,-22
CCOc1ccc(C(=O)Nc2ccncc2)cc1,3,6,-11,-2.1,-5,-0.7,12,1%,-9
O=C1c2ccccc2C(O)(Cc2ccccc2)N1Cc1ccco1 (centres undefined),-6,12,-15,-1.0,17,-0.5,0,1%,-9
Oc1ccc2ccccc2c1/C=N/n1cnnc1,-2,-15,7,1.6,·,0.7,-12,6%,-7
Cc1onc(-c2ccccc2Cl)c1C(=O)N(C)C1CCCCC1,-4,11,12,-0.8,5,1.2,10,7%,1
Cc1cc(C(=O)Nc2ccc(C(=O)O)cc2)c(-c2ccccc2)o1,1,-8,14,-2.9,-11,0.3,-1,6%,10
COc1ccc(C)cc1S(=O)(=O)NC1CCCCC1,1,-4,9,0.7,3,0.8,-10,4%,6
CC12CC(NC(=O)N1CCc1ccccc1)c1ccccc1O2 (centres undefined),1,4,2,0.1,10,-0.6,-11,4%,-19
CN(CC(=O)NCCC1=CCCCC1)S(=O)(=O)c1ccc2c(c1)CCC(=O)N2,6,-9,2,-4.4,4,0.7,-7,2%,3
CC(C)N1CCC2(CC1)N=C(c1ccc3c(c1)OCO3)CC(c1cc(Cl)ccc1O)N2 (centres undefined),-2,-4,100*,-1.9,22,0.2,13,5%,-8
Cc1nc2nc3c(cn2n1)C(=O)CC(C)(C)C3,1,-6,-8,-1.8,-2,-0.5,-22,1%,-15
COc1ccc(NC(=O)c2cc(=O)c3ccccc3o2)cn1,8,-5,-8,1.4,-8,-0.1,-6,4%,7
O=C(Nc1ccc(-n2nncc2-c2ccco2)cc1)c1cccc(F)c1,4,1,10,-1.3,32,0.0,20,3%,-1
CCOC(=O)CCc1c(C)c2ccc(OCc3nn[nH]n3)cc2oc1=O,-221[fluorescence artefact?],-2,5,-3.2,7,-0.8,18,6%[fluoresces],-3
CCOc1ccc2[nH]c(=O)c(C(c3nnnn3C3CCCCC3)N3CCN(CC)CC3)cc2c1 (centres undefined),-30,5,-2,-2.9,12,-0.1,-7,1%[fluoresces],5
O=C(CN(c1ccc(F)cc1)S(=O)(=O)c1ccc2c(c1)OCCO2)NCc1ccccn1,4,3,-1,1.3,-10,0.4,3,5%,-1
CCCC(NC(=O)c1ccccc1)c1nc2ccccc2n1Cc1ccc(C(=O)OC)o1 (centres undefined),-9,5,-6,-1.2,14,-0.2,-9,10%,2
O=C(CCc1ccccc1)OCCN1CCOCC1,1,3,3,-1.0,-1,0.5,-10,5%,22
O=C(CC12CC3CC(CC(C3)C1)C2)N1CCCOC1,8,12,0,-1.7,-1,-1.0,-10,7%,-8
CCOc1cccc2sc(NC(=O)c3ccc(Br)s3)nc12,-5,-10,6,2.3,10,0.9,4,1%[fluoresces],24
O=C(CSc1nnc(CNC(=O)c2c(F)cccc2Cl)o1)Nc1ccc2c(c1)OCCO2,1,-3,-3,-0.7,-1,0.4,13,3%,2
Cc1ccccc1NC(=O)C1CCCN1C(=O)NC1CCCCC1 (centres undefined),-3,1,-6,-0.4,20,-1.2,-3,2%,-6
Cc1cc(=O)[nH]c2c1c(C)nn2-c1ccccc1,3,-2,-2,-0.6,-15,0.0,-11,3%,-18
COc1ccc(-c2cc(C(=O)O)c(C)o2)cc1OC,-1,6,2,-1.0,0,-1.0,-39,0%,-51
COc1ccccc1S(=O)(=O)Cc1ccc(C(=O)NCCN2CCCCCC2)o1,3,8,-4,1.8,-4,0.7,0,4%,-6
CCCCCCn1c(SCC(C)C)nc2c1c(=O)[nH]c(=O)n2C,2,0,1,-1.4,-14,-0.4,-23,4%,7
O=C(NCC1CCCO1)C1CCCN(c2ncccn2)C1 (centres undefined),-6,10,-37,-2.9,-9,-1.0,-1,5%,10
CSc1nc(C)c2cc(C)oc2n1,4,-1,-37,-1.6,5,-0.8,-9,8%,9
O=C(O)CCN1C(=O)c2ccc(NC(=O)c3cccs3)cc2C1=O,-32,-10,-27,-3.3,1,-0.5,-4,10%[fluoresces],-4
CCCCOc1ccc(-c2ncc(Cl)cn2)cc1,4,0,5,-2.3,3,-0.4,-2,3%,25
Cc1ccc(-c2csc(NC(=O)c3cccc(S(=O)(=O)N4CCN(C)CC4)c3)n2)cc1,-4,26,13,-1.7,5,-1.2,-9,4%,-18

# The final three compounds of the section before come first, to join the parts:
SMILES,MMP13 inh,HTR1E antagonist,Ecoli tolC,HTR1A agonist,5-HT1A blocker,5HT1E ag,RORA act,NADH enzymes,SF1 activator
O=C(O)CCN1C(=O)c2ccc(NC(=O)c3cccs3)cc2C1=O,-32,-10,-27,-3.3,1,-0.5,-4,10%[fluoresces],-4
CCCCOc1ccc(-c2ncc(Cl)cn2)cc1,4,0,5,-2.3,3,-0.4,-2,3%,25
Cc1ccc(-c2csc(NC(=O)c3cccc(S(=O)(=O)N4CCN(C)CC4)c3)n2)cc1,-4,26,13,-1.7,5,-1.2,-9,4%,-18
COC(=O)CN(c1cccc(OC)c1)S(C)(=O)=O,-4,-4,-20,0.7,-8,0.8,-13,9%,1
CCOC(=O)C1CCCN(CC(=O)NC2=Nc3ccccc3N=C(C)C2c2ccccc2)C1 (centres undefined),2,-4,46,1.5,5,-0.2,4,1%,-16
O=C(NCC(c1cccnc1)N1CCN(c2ccc(F)cc2)CC1)OCc1ccccc1 (centres undefined),-2,-8,11,-0.9,9,-0.6,1,3%,-10
CCOC(=O)CC1=CSC2=NS(=O)(=O)CCN12,2,-6,-7,-1.1,4,-0.7,-9,5%,-17
Cc1nnc(SCCc2ccccc2)[nH]c1=O,4,5,10,-0.8,-1,-0.5,-17,5%,-11
COc1cc(C)c(Cl)c(C)c1S(=O)(=O)NCc1ccc2c(c1)OCO2,4,4,-10,-4.4,13,-0.3,-20,1%,-6
CCNC(=O)NC(=O)C(C)Oc1ccc(C(=O)OC)cc1 (centres undefined),0,-13,-4,-2.9,-20,0.5,-22,5%,1
CCC(=O)Nc1cccc(NC(=O)CSc2nnnn2C2CCCC2)c1,-1,1,13,0.3,0,0.0,2,3%,-22
N#C/C(=C\c1c(N2CCOCC2)nc2ccccn2c1=O)S(=O)(=O)c1ccccc1,4,11,7,1.6,-12,-0.2,-17,6%,4
N#Cc1ccccc1OCC(=O)Nc1c(C(=O)C2CC2)oc2ccccc12,-11,14,-9,1.1,26,0.8,-11,10%,-24
COc1ccc(CCNC(=O)CCn2cccc2)cc1OC,0,0,-10,-1.9,2,-0.4,-12,5%,-13
CN(C)S(=O)(=O)c1ccc(C(=O)Nc2ccc(OCC(=O)N3CCOCC3)cc2)cc1,-5,0,-10,0.1,9,0.3,-8,5%,-9
